Screening results as filed in PubChem BioAssay.
Apoferritin bind: qHTS Assay for Identification of Novel General Anesthetics; Ferritin light chain (Equus caballus), P02791; apoferritin/1-aminoanthracene competitive binding, fluorescence; Potency, µM (top dose mostly 77.5 µM), without a hit: at the top dose activity change, negative = displacement, actives largely listed as inhibitors; 350,000 compounds, 0.074% hits; note: potency is the fitted concentration of half-maximal effect; % is set by controls: 0 for no effect and ±100 for the full control effect; nearly all actives have a fitted effect of over 20% in size
Target sequence (P02791 2-175 limits assumed): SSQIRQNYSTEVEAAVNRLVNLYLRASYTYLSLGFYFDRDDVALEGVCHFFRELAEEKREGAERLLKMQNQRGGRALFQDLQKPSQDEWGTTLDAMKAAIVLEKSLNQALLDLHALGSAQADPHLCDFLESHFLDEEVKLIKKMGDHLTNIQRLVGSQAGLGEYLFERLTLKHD
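10 uM apoferritin + 50% sat. 1-AMA, PBS; cpd 10 min RT; Ex380/Em535 endpoint; normalized to free probe vs complex; 4-param Hill fit; propofol titration as pos. ctrl.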
LDHA inh: qHTS assay for inhibitors of human lactate dehydrogenase; AID 1347041, 2019; activity change, % (values are at about 110 or 230 µM); purified LDHA, NADH/diaphorase-resazurin fluorescence; hits give low values; 480,000 compounds, 0.15% hits; in the data active = activity change below about -30%; inconclusive = mostly about -25% to -30%;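 note: plate controls were DMSO wells for no effect and wells without enzyme for full effect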
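Remaining NADH was detected by diaphorase (0.133 mg/mL) converting 37 µM resazurin to fluorescent resorufin, read at 0 and 20 minutes. The preceding 5-minute room-temperature reaction used 2 nM LDHA, 0.2 mM sodium pyruvate and 0.06 mM NADH at pH 7.4.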
POLH inh: qHTS for Inhibitors of Polymerase Eta. 390,000 compounds, 1.2% hits. recombinant Pol eta, fluorescent DNA replication assay. Potency, µM (titrated, usually from 114 µM), without a hit: at the top dose activity change, negative = inhibition, hits mostly inhibitors; note: potency is the fitted concentration of half-maximal effect; % is set by controls: 0 for no effect and ±100 for the full control effect
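Pol eta (10 nM) was preincubated with compounds for 15 min at room temperature, after which fluorescent replication substrate (50 nM final) was added to start the reaction. Fluorescence was read kinetically at 0 and 10 min.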
POLI inh: qHTS for Inhibitors of Polymerase Iota; DNA polymerase iota (Homo sapiens), Q9UNA4; Pol iota fluorescent replication assay, 10 min; Potency, µM (doses to about 115 µM), without a hit: top-dose activity, negative = inhibition, hits mostly inhibitors; 390,000 compounds, 1% hits; note: potency is the fitted concentration of half-maximal effect
Target sequence (Q9UNA4 whole entry, looked up): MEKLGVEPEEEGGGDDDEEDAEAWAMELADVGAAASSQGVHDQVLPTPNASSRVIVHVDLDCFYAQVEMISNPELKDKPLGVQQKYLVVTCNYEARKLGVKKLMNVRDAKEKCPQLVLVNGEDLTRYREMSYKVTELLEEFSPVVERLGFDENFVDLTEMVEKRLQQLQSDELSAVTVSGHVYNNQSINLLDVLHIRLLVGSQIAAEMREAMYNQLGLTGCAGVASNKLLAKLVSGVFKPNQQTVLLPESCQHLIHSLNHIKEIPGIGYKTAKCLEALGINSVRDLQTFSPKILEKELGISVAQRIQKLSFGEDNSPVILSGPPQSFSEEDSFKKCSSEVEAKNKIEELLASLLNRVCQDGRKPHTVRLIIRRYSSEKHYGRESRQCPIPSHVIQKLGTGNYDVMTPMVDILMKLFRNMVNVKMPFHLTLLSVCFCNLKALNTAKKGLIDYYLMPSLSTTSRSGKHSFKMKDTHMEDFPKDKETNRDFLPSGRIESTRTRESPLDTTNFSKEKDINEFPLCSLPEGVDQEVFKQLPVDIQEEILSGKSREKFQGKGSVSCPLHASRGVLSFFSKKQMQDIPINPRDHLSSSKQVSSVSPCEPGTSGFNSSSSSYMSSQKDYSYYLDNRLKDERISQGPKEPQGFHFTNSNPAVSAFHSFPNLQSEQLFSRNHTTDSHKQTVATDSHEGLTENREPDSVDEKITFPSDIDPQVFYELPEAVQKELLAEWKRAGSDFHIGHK
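Fluorescent replication assay read twice, at 0 min and 10 min after adding 50 nM (final) substrate. Enzyme (10 nM) and compounds were first incubated 15 min at room temperature; enzyme-free buffer wells were negative controls.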
GRP78 ERSR act: qHTS for Inducers of the Endoplasmic Reticulum Stress Response (ERSR) in Human Glioma: qHTS. U87-MG GRP78 promoter luciferase reporter, 16 h. Potency, µM, inactives show at the highest dose activation, actives largely listed as activators. 420,000 compounds, 0.02% hits. AID 602332, 2012; note: potency is the fitted concentration of half-maximal effect; series mostly up to about 76 µM; % of control where 0% means no effect; nearly all actives have a fitted effect of over 35% in size
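Stably transfected U87-MG human glioma cells carrying a GRP78-based luminescent sensor were seeded at 1000 cells/well, pin-dosed with compounds and incubated 16 h. Luciferase reagent was then added, and end-point luminescence was read after 10 min at room temperature.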
POLB inh: qHTS Assay for Inhibitors of DNA Polymerase Beta; P06746; Pol beta primer extension/strand displacement, fluorescence kinetic; Potency, µM (highest dose often 114 µM), for inactives: at the top dose activity change, negative = inhibition, most hits filed as inhibitors; 340,000 compounds, 1.3% hits; AID 485314, 2010; note: potency is the fitted concentration of half-maximal effect; % is set by controls: 0 for no effect and ±100 for the full control effect
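Kinetic readout of DNA synthesis with strand displacement by Pol beta. Compound and 10 nM enzyme sit 15 min at room temperature; 50 nM substrate starts the reaction, read immediately and at 10 min.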
APEX1 inh: qHTS Assay for Inhibitors of the Human Apurinic/apyrimidinic Endonuclease 1 (APE1); AID 2517, 2012; recombinant APE1, TAMRA/BHQ-2 abasic DNA cleavage fluorescence; Potency, µM (top dose mostly 65.8 µM), for the others: top-dose activity change, negative = inhibition, most hits filed as inhibitors; DNA repair nuclease/redox regulator APEX1 (Homo sapiens), P27695; 350,000 compounds, 0.35% hits;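 note: potency is the fitted concentration of half-maximal effect; plate controls were vehicle for no effect and reference inhibitor for full effect; nearly all actives have a fitted effect of over 55% in size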
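Enzyme (0.75 nM final) and test compound are incubated 15 min at room temperature before adding 50 nM quenched THF abasic-site duplex. Cleavage dequenches TAMRA, followed at 525/598 nm over three reads one minute apart.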
Pol kappa inh: qHTS for Inhibitors of Polymerase Kappa | DNA polymerase kappa (Homo sapiens), Q9UBT6 | purified Pol kappa, fluorescent DNA synthesis assay, 10 min | Potency, µM (series often up to 107 µM), for inactives: at the top dose activity, negative = inhibition, actives largely listed as inhibitors | 400,000 compounds, 0.53% hits | AID 588579, 2011; note: potency is the fitted concentration of half-maximal effect; % is set by controls: 0 for no effect and ±100 for the full control effect
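50 nM final substrate added after 15 min RT preincubation of 10 nM Pol kappa with compound; fluorescence read at 0 and 10 min.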
BLM inh: qHTS Assay for Inhibitors of Bloom's syndrome helicase (BLM); RecQ-like DNA helicase BLM (Homo sapiens), P54132; recombinant BLM DNA unwinding, fluorescence dequenching; Potency, µM (doses to about 56.1 µM), without a hit: at the highest dose activity change, negative = inhibition, most hits filed as inhibitors; 350,000 compounds, 0.2% hits; AID 2528, 2010;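 note: potency is the fitted concentration of half-maximal effect; plate controls were vehicle for no effect and no enzyme for full effect; nearly all actives have a fitted effect of over 35% in size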
Active calls of the source: *; ? = inconclusive; . = no result given; & = joins results of further samples; [ ] = remark or other dose. Unless noted, calls come from the whole dose curve; as a rule, active = well fitted curve in the direction sought with a large enough effect; inconclusive = small, poorly fitted or top-dose-only effect, or another doubt; inactive = no such curve, though single readings can be large; an effect the other way counts as inactive or inconclusive. An excerpt; the hit share may differ from the screen's.

SMILES	Apoferritin bind	LDHA inh	POLH inh	POLI inh	GRP78 ERSR act	POLB inh	APEX1 inh	Pol kappa inh	BLM inh
COc1cc(/C(C)=N/N2CCN(c3ccccc3OC)CC2)ccc1O	-10%	0	-2%	23%	2%	8%	17%	4%	-4%
CCOC(=O)c1sc(NC(=O)c2ccoc2C)c(C(N)=O)c1C	-18%	-1	?	44%[activator]	-4%	?	13%	-18%	-5%
Cc1ccc(NC(=O)CC2C(=O)NCCN2C(=S)Nc2ccccc2)c(C)c1 (stereo not given)	-12%	1	-13%	-7%	0%	-2%	4%	0%	0%
CN(CC(=O)Nc1ccc(N2CCOCC2)cc1)CC(=O)Nc1ccccc1C#N	0%	-5	-15%	31%[activator]	-2%	0%	10%	-14%	-3%
O=C(N[C@@H](Cc1c[nH]c2ccccc12)C(=O)O)c1ccc(Cl)cc1	-7%	-2	-5%	0%	-4%	-1%	-1%	0%	2%
COc1cccc(CNC(=O)C(C)n2c(=O)cc(-c3ccccc3)c3c(C)nn(C)c32)c1 (stereo not given)	-2%	-4	-9%	-2%	-3%	-21%	.	-24%	-3%
CSc1ccc2c(c1)[C@H](N1CCN(C)CC1)Cc1ccccc1S2	-3%[29.3 µM]	.	.	.	-1%&-1%	.	3%	-12%[19.4 µM]	-6%
Cc1ccc(C(=O)NNC(=O)c2ccccc2-n2cccc2)cc1	-5%	-3	-11%	35%[activator]	-2%	21%	0%	-9%	-2%
O=C(c1ccccc1)c1ccc(COC(=O)c2cnccn2)cc1	-13%	-8	-16%	87%[activator]	1%	-29%	1%	-18%	-12%
Cc1ccc(NC(=O)c2cc(N3C(=O)C4CC=CCC4C3=O)ccc2N2CCOCC2)cc1Cl (stereo not given)	-11%	-1	-16%	-5%	-5%	3%	12%	-15%	-8%
COc1ccc2c(c1)[nH]c1c(=O)n(CCCN3CCOCC3)cnc12	-3%	2	7%	3%	2%	2%	-1%	-2%	3%
CCCCn1c(=O)c2oc3ccccc3c2n(CC(=O)Nc2ccc(CC)cc2)c1=O	-11%	-2	9%	6%	-2%	2%	.	-7%	-1%
C/C=C\C(=O)Nc1cccc(C2=NOC3(C2)C[C@@H](C(N)=O)N(C(=O)COc2ccc(Cl)cc2)C3)c1 (stereo not given in full)	-11%	2	-13%	-3%	-3%	-24%	0%	-3%	0%
O=C(c1cc2ccccc2oc1=O)N1CCCC1	-2%	-9	-13%	18%	-3%	6%	0%	1%	-2%
COc1ccc(-c2nc(NCCCN(C)C)c3ccccc3n2)cc1	-5%	-1	-2%	?	0%	?	-20%	-12%	109%[activator]
COc1cccc2c1OCC(C(=O)Nc1nccs1)=C2	0%	0	-20%	4%	-1%	4%	36%	2%	-1%
CSc1ccc(CN2CCN(C(=O)CC(C)C)CC2)cc1	-4%	-23	-9%	-15%	1%	-19%	25%	-2%	-2%
CC(=O)Oc1ccc(OC(C)=O)c2c1CC(C)=C(C)C2	-16%	0	-6%	-2%	-4%	0%	5%	1%	-4%
CCCCCOC(=O)CCN1C(=O)/C(=C2\SC(=S)N(CCC(=O)OCCCCC)C2=O)SC1=S	5%	0	-18%	109%[activator]	-2%	31%	0%	-7%	0%
CCN(CC)S(=O)(=O)c1ccc(NC(=O)c2c(C)oc3ncnc(N4CCOCC4)c23)cc1	-18%	-8	-6%	10%	-3%	40%	.	5%	-1%
COc1ccccc1N1CCN(C(=O)c2ccc3c(=O)n(Cc4ccc5c(c4)OCO5)c(=O)[nH]c3c2)CC1	4%	-2	-6%	6%	1%	2%	84%[activator]	-7%	-3%
CCN(CCO)CCCC(C)Nc1ccnc2cc(Cl)ccc12 (stereo not given)	5%&3%	.	.	.	-2%&-3%	.	4%&-5%	-7%&-9%[60.1 µM]	2%&11%
O=C(O)c1ccc(S(=O)(=O)Nc2ccc(F)c(Cl)c2)cc1	-11%	-4	-12%	-1%	-3%	-8%	-1%	-5%	-5%
Cc1ccc(C)c(NC(=O)c2cc([N+](=O)[O-])cc([N+](=O)[O-])c2)c1	-8%	2	-26%	11%	-2%	0%	11%	-12%	-1%
CN(C)CCCN(C(=O)c1ccc(S(=O)(=O)N2CCOCC2)cc1)c1nc2cc3c(cc2s1)OCO3	-20%	0	-12%	-2%	-5%	32%	-12%	-3%	4%

Remaining list, next part.
SMILES	Apoferritin bind	LDHA inh	POLH inh	POLI inh	GRP78 ERSR act	POLB inh	APEX1 inh	Pol kappa inh	BLM inh
Fc1cc(F)cc(NC(=S)Nc2ccccc2N2CCOCC2)c1	-13%	-7	-4%	-14%	-2%	-1%	0%	-12%	-2%
CC1(C)[C@H]2CC=C(CN3CCC(N4CCC(C(=O)N5CCCC5)CC4)CC3)[C@@H]1C2	-15%	2	-16%	39%[activator]	-1%	-2%	2%	4%	-1%
CC(OC(=O)c1cc2sccc2n1C)C(=O)NCCc1ccccc1 (stereo not given)	?	-8	-4%	?	4%	28%	-6%	1%[60.1 µM]	-6%
CCOCCCNC(=O)CN1C(=O)c2ccccc2Sc2ncccc21	-6%	-1	-6%	13%	-2%	-1%	-11%	11%	-1%
CCOC(=O)c1sc2ncc([N+](=O)[O-])cc2c1N	-3%	0	-13%	7%	4%	1%	-3%	7%	-5%
COc1ccc([C@@H]2CC(=O)c3c(O)cc(O[C@@H]4O[C@H](CO)[C@@H](O)[C@H](O)[C@H]4O[C@@H]4O[C@@H](C)[C@H](O)[C@@H](O)[C@H]4O)cc3O2)cc1	-1%	.	.	.	-1%	.	12%	-8%[12 µM]	-1%
CC(=O)N1CCCc2cc(S(=O)(=O)N3CCC(C(=O)NCc4ccccc4Cl)CC3)ccc21	-10%	1	-17%	-5%	-1%	7%	.	-1%[60.1 µM]	2%
CCCCn1c(NCc2ccccc2O)nc2ccccc21	-12%	-1	-15%	9%	7%	-11%	-5%	-4%	-6%
CCOc1ccc(C(=O)CN2CCN(S(=O)(=O)c3ccc(F)cc3)CC2)cc1	?	5	-1%	36%[activator]	0%	9%	2%	-7%	-4%
CC(C)c1ccc(S(=O)(=O)N2CCN(C(=O)c3ccco3)CC2)cc1	-18%	-3	-9%	141%[activator]	-3%	34%	0%	-12%	-5%
O=C(CSc1nncc2ccccc12)Nc1ccc(F)cc1	-7%	-15	-14%	40%[activator]	-4%	14%	21%	-10%	-2%
COC(=O)CCC(=O)OC1(C)C(=O)C=C2C=C(C3CC3)N(C(CO)CO)C=C2C1=O (stereo not given)	3%	19	3%	50%[activator]	-4%	-9%	-5%[12.4 µM]	-22%	-6%[12.4 µM]
CCOC(=O)c1oc2ccccc2c1NC(=O)CN1CCOCC1	-21%	-3	-16%	14%	0%	1%	5%	7%	-9%
Cc1cccc(NC(=O)Cn2nnc(C(=O)Nc3ccccc3Br)c2N)c1C	-1%	-3	-22%	-14%	-3%	-17%	.	-2%	-1%
CC(C)(C)NC(=O)CSc1nc2ccccc2c(=O)[nH]1	-14%	2	-12%	-5%	3%	1%	3%	-3%	-2%
COc1ccc(CCNC2=NCCS2)cc1	-6%	-2	-10%	2%	0%	35%	-3%	-7%	-2%
COc1ccccc1-c1sc2cc3c(cc2c1-c1ccc(OCCN2CCCCC2)cc1)OCO3	.	-6	-9%	?	1%	.	33%	-25%	.
COc1ccc(NC(=O)N2CCN(S(=O)(=O)c3ccc(F)cc3)CC2)c(OC)c1	-7%	-11	0%	14%	-3%	24%	12%	-8%	0%
COc1ccc(OC)c(S(=O)(=O)N2CCc3ccccc3C2)c1	-12%	-7	-23%	0%	-1%	3%	38%	-19%	-7%
C/C(=N/OC(=O)c1ccc(Cl)cc1Cl)c1oc(C)nc1C	4%	-1	-7%	66%[activator]	-10%	9%	-2%	-4%	-1%
O=C(CSc1ncn[nH]1)N(C1CCCCC1)C1CCCCC1	-17%	7	-24%	23%	1%	1%	-3%	-14%	-4%
O=C1C2C3C=CC(C4CC34)C2C(=O)N1c1ccc2c(c1)OCO2 (stereo not given)	?	-1	-7%	-4%	4%	8%	15%	-1%	-3%
COc1ccccc1NC(=O)c1sc(Cl)nc1C	-8%	0	-11%	-10%	0%	5%	18%	-6%	-9%
CCc1ccc(-c2cc(C)no2)cc1S(=O)(=O)N1CCN(c2ccccc2F)CC1	-4%	-16	-18%	-14%	-4%	14%	12%	-7%	-7%
O=C(C1Cc2ccccc2CN1C(=O)c1ccccc1)N1CCN(c2ccccc2)CC1 (stereo not given)	-2%	-5	79µM*	?	-1%	32µM*	?	?	-9%
CC1C(=O)N2CCCc3cc(NC(=O)CC(C)(C)C)cc1c32 (stereo not given)	-1%	1	-1%	-9%	-2%	0%	-16%	-2%	0%
c1cc2c(cc1CNc1ccc(N3CCOCC3)cc1)OCO2	.	13	-12%	57%[activator]	1%	.	11%&10%	-1%	.
CCn1c(SCc2ccc(C(=O)Nc3nccs3)cc2)nnc1-c1ccc(NC(C)=O)cc1	-12%	-3	-16%	-4%	-7%	17%	1%	-6%	0%

2 of the compounds above, with each value named.
Cc1cccc(NC(=O)Cn2nnc(C(=O)Nc3ccccc3Br)c2N)c1C
  Apoferritin bind: -1%
  LDHA inh: -3
  POLH inh: -22%
  POLI inh: -14%
  GRP78 ERSR act: -3%
  POLB inh: -17%
  APEX1 inh: .
  Pol kappa inh: -2%
  BLM inh: -1%
CC1(C)[C@H]2CC=C(CN3CCC(N4CCC(C(=O)N5CCCC5)CC4)CC3)[C@@H]1C2
  Apoferritin bind: -15%
  LDHA inh: 2
  POLH inh: -16%
  POLI inh: 39%[activator]
  GRP78 ERSR act: -1%
  POLB inh: -2%
  APEX1 inh: 2%
  Pol kappa inh: 4%
  BLM inh: -1%
